# Screening data: PubChem, Johns Hopkins Ion Channel Center
# TRPC4 act: activators of mouse TRPC4 channel. HEK293 TRPC4beta/mu-opioid, Fluo4 calcium fluorescence; active compounds read high. AID 2237. B-score at 10 µM. Q9QUQ5. 310,000 compounds, 0.49% hits;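 active means B-score above 5 SD of library B-scores, and initial fluorescence ratio not above library mean plus 5 SD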;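 further: positive B-score marks a calcium rise read as TRPC4 activation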
# Target sequence (Q9QUQ5 whole entry, looked up): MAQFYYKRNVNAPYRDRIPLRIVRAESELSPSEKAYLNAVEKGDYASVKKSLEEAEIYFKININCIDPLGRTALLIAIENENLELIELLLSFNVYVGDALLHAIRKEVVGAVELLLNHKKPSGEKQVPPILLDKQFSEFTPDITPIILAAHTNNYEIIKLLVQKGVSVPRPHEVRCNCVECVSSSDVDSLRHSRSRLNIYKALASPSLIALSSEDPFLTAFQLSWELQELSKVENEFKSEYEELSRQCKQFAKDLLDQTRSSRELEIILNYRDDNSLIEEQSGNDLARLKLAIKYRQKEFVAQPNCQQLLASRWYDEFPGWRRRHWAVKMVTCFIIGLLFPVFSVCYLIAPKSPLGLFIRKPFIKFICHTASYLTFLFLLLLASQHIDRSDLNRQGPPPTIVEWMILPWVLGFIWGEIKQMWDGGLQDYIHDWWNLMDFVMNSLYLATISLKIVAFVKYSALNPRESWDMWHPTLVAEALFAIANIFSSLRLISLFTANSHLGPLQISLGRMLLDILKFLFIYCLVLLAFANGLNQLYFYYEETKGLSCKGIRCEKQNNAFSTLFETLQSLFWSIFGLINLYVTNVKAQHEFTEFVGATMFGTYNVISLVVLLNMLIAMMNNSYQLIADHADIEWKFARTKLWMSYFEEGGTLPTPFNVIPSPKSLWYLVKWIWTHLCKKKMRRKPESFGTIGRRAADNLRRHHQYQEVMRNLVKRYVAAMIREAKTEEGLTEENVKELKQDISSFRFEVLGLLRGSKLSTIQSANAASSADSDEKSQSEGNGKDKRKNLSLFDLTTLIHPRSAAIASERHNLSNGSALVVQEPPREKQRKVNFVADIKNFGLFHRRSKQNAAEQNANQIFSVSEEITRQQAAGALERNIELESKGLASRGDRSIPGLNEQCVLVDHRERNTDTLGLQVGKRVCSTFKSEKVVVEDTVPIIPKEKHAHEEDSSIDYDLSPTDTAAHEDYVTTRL
#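 System – HEK293 cells stably co-expressing mouse TRPC4beta and mu-opioid receptor · Signal – Fluo4 calcium-sensitive dye fluorescence, kinetic, 1 Hz baseline · Benchmarks – buffer (low) and maximal DAMGO (high) · Read-out – B score of integrated fluorescence ratio per well · Incubation – dye loading 45 min room temperature, 110 s kinetic read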
# TRPC6 activator: activators of mouse TRPC6 channel. Q61143. HEK293-TRPC6 membrane potential dye fluorescence; active compounds read high. B-score at 10 µM. 310,000 compounds, 0.13% hits. AID 2550;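 active means B-score of the integrated fluorescence ratio above library mean plus 3 SD, and starting fluorescence ratio within library mean plus 5 SD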;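 further: higher score means more depolarization so channel activation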
# MrgX1 antag: human MrgX1 receptor antagonism, primary screen | Q96LB2 | MRGX1-HEK293 calcium flux, Fluo-4, BAM8-22 antagonism; active compounds read low | B-score at 10 µM | 310,000 compounds, 1.3% hits;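 active means calcium-response B-score plate-corrected more than 3 library SD below zero, starting fluorescence within 5 deviations, no agonist response on first addition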;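 further: peak minus trough fluorescence over baseline after final BAM8-22 challenge near maximal dose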
# TRPC4 block: inhibitors of mouse TRPC4 channel. AID 2247. 300,000 compounds, 0.39% hits. B-score at 10 µM. HEK293 TRPC4beta/mu-opioid, DAMGO-evoked Fluo4 calcium flux; active compounds read low;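 active means B-score over 3 SD under the library average, no early fluorescence shift, positive overall ratio signal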
#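 Test system – stable TRPC4beta/mu-opioid receptor HEK293 cells · Probe or stimulus – DAMGO, a submaximal dose followed by a maximal one · Dosing – one concentration per compound · Signal – Fluo4 calcium fluorescence by kinetic imaging, 5 s 1 Hz baseline · Evaluation – per-well B score of integrated baseline-normalized Fluo4 ratio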
# TMEM16A inh: inhibitors of mouse TMEM16A calcium-activated chloride channel; HEK293 TMEM16A/YFP iodide influx fluorescence, ionomycin; Q8BHY3; 310,000 compounds, 1.2% hits; normalized B-score (activity score, 25-100; higher = stronger inhibition) at 10 µM;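 active means ratio plate-corrected score three or more library SD toward inhibition, starting fluorescence score within five deviations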;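 further: score derived from kinetic fluorescence span divided by baseline fluorescence per well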
# RGS4 block: human RGS4 inhibition; P49798; HEK293 M3R/RGS4 inducible, Fluo-4 calcium flux; active compounds read high; triggered by carbachol at its EC20; B-score at 10 µM; 310,000 compounds, 0.45% hits; AID 463165;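 active means B-score, a plate-corrected calcium signal, over three deviations above library mean, with baseline fluorescence within five deviations of library mean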;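 further: RGS4 expression induced by doxycycline in cells with stable M3 receptor; B-score is computed from the integrated fluorescence ratio over baseline after carbachol; higher B-score means a larger calcium signal and so more RGS4 inhibition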
# MrgX1 PAM: allosterically activates human MrgX1 receptor signaling; B-score at 10 µM; Q96LB2; 310,000 compounds, 0.63% hits; MrgX1-HEK293, Fluo-4 calcium flux, FDSS; active compounds read high;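 active means plate-corrected calcium response at least 3 library SD above typical, normal starting fluorescence, not activating the receptor alone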;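 further: compound read alongside a low EC10 to EC30 dose of BAM8-22 agonist; peak minus trough fluorescence over baseline measured at the second addition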
# TMEM16A act: mouse TMEM16A channel activation, primary screen; Q8BHY3; HEK293 TMEM16A/YFP-H148Q/I152L, iodide quench fluorescence; active compounds read low; B-score at 10 µM; 340,000 compounds, 0.3% hits;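 active means fluorescence-ratio B-score plate-corrected deviation score at least 3 library SD below zero, with starting fluorescence score within 5 deviations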;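 further: channel opened by trigger with iodide after compound preincubation; score built on the fluorescence ratio of max minus min over baseline; more negative score means more quench and so TMEM16A activation or potentiation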
# TRPC6 inhibitor: mouse TRPC6 channel inhibition; HEK293-TRPC6, membrane potential dye, ACh-evoked depolarization; active compounds read low; B-score at 10 µM; 310,000 compounds, 1.1% hits; AID 2553;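 active means B-score under library mean minus 3 SD, initial fluorescence not abnormally high, positive integrated signal ratio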;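 further: B-score derived from integrated fluorescence ratio over the kinetic read; more negative B-score means stronger inhibition of depolarization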
# TRPC4 PAM: allosterically enhances the mouse TRPC4 cation channel. Q9QUQ5. HEK293 TRPC4beta/mu-opioid, DAMGO EC20, Fluo-4 Ca2+ flux; active compounds read high. B-score at 10 µM. 310,000 compounds, 0.42% hits;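 active means B-score of calcium response area above 5 SD of library B-scores, with initial fluorescence ratio within 5 SD of library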;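 further: B-score of integrated fluorescence ratio over time as area under calcium response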
# MrgX1 agonist: activates human MrgX1 receptor signaling; Q96LB2; 310,000 compounds, 0.44% hits; B-score at 10 µM; MrgX1-HEK293 cells, Fluo-4 calcium fluorescence, agonist mode; active compounds read high;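 active means calcium response B-score plate-corrected fluorescence ratio at least 3 library SD, with starting fluorescence B-score inside 5 SD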
#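 Assay system: stable human MrgX1 HEK293 cell line. Quantity: 15,000 cells per well. Schedule: cells plated overnight, dye loaded 0.5 h 37 °C, 0.5 h room temperature. Detection: Fluo-4 NW calcium-flux fluorescence, kinetic read. Read-out basis: peak-minus-minimum fluorescence over baseline, converted to B scores. Control set: positive and negative control wells on each plate.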
# Active calls of the source: *; i = inactive; nt = not tested or not shown.
SMILES,TRPC4 act,TRPC6 activator,MrgX1 antag,TRPC4 block,TMEM16A inh,RGS4 block,MrgX1 PAM,TMEM16A act,TRPC6 inhibitor,TRPC4 PAM,MrgX1 agonist
CCOc1ccc(-c2nc(CSCC(=O)NCCCN3CCCC3=O)c(C)o2)cc1,i,i,i,i,i,i,i,i,i,i,i
O=C(NCc1ccco1)c1nnc(Cc2ccc(Cl)cc2)o1,i,i,i,i,i,i,i,i,i,i,i
Cc1nn(C)cc1/C=C/C(=O)c1ccccc1,i,i,i,i,i,i,i,i,i,i,i
CCCCOc1cccc(C(=O)NC(=S)Nc2ccc(Cl)c(C(=O)O)c2)c1,i,i,i,i,i,i,i,i,i,i,i
COc1ccc(Nc2nc(N)nc(CSC(=S)N3CCN(C)CC3)n2)cc1,i,i,i,i,i,i,i,i,i,i,i
O=C(N/N=C/c1cn(-c2ccccc2)nc1-c1ccc(F)cc1)c1ccc(Br)o1,i,i,i,i,i,i,i,i,i,i,i
Cc1ccc(C)c(CN2C(=O)C(C)Oc3ccc(C)cc32)c1 (configuration not stated),i,i,i,i,i,i,i,i,i,i,i
O=c1[nH]c(Cc2ccccn2)nc2scc(-c3ccc(Cl)cc3)c12,i,i,i,i,i,i,i,i,i,i,i
CC(=O)N1c2ccc(S(=O)(=O)N3CCC(C(=O)NCc4ccc(C)cc4)CC3)cc2CC1C (configuration not stated),i,i,i,i,i,i,i,i,i,i,i
CC(C)OCCCNC(=O)CCc1nc(-c2ccccc2)no1,i,i,i,i,i,i,i,i,i,i,i
Cc1nn(Cc2ccc(Cl)cc2Cl)c(C)c1NC(=O)c1ccc(COc2cc(Cl)ccc2Cl)o1,i,i,i,i,i,i,i,i,i,i,i
CCN(CC)C(=O)COc1cc(C)cc2oc(=O)cc(-c3ccccc3)c12,i,i,i,i,i,i,i,i,i,i,i
O=C(O)CSCC(=O)N1CCN(S(=O)(=O)c2cc(Cl)cc(Cl)c2)CC1,i,i,i,i,i,i,i,i,i,i,i
O=C(COc1ccc([N+](=O)[O-])cc1)Nc1ccc(N2CCN(C(=O)c3ccco3)CC2)cc1,i,i,i,i,i,i,i,i,i,i,i
O=C(Nc1cc(-c2ccccc2)nn1-c1ccccc1)c1ccccc1F,nt,nt,i,nt,i,nt,i,i,nt,nt,i
COc1ccc(N(CC(=O)N/N=C/c2cc(Br)c(C)o2)S(=O)(=O)c2ccc(NC(C)=O)cc2)cc1,i,i,i,i,i,i,i,i,i,i,i
O=C(CSc1ncccn1)Nc1cccc2ccccc12,i,i,i,i,i,i,i,i,i,i,i
O=C(COc1cc2oc(=O)c3c(c2cc1Cl)CCC3)Nc1cccnc1,i,i,i,i,i,i,i,i,i,i,i
O=C(CCN1CCOCC1)Nc1ccccc1,i,i,i,i,100*,i,i,i,i,i,i
O=C(C1=C[C@H](c2ccc3c(c2)OCO3)C[C@H](OCc2ccc(CO)cc2)O1)N1CCN(Cc2ccc3c(c2)OCO3)CC1,i,i,i,i,i,i,i,i,i,i,i
COc1ccc(CN2CCCC(C(=O)Nc3cccc(-n4cnnn4)c3)C2)c(C)c1C (configuration not stated),i,i,i,i,i,i,i,i,i,i,i
CCN(CC)S(=O)(=O)c1cccc(NN=c2c(=O)c3ccccc3c2=O)c1,i,i,i,i,i,i,i,i,i,i,i
O=C(COC(=O)c1cc([N+](=O)[O-])ccc1N1CCOCC1)c1ccc(OC(F)F)cc1OC(F)F,i,i,i,i,i,i,i,i,i,i,i
COc1ccc(C(C(=O)NC2CCCC2)N(Cc2ccccc2)C(=O)c2nsc(Cl)c2Cl)cc1 (configuration not stated),i,i,i,i,i,i,i,i,i,i,i
CC(=O)N1N=C(c2ccc(NS(C)(=O)=O)cc2)CC1c1ccc2nccnc2c1 (configuration not stated),i,i,-7.2*,i,i,i,i,i,i,i,i
COCCCNC(=S)Nc1ccc(C)cc1,i,i,i,i,i,i,i,i,i,i,i
Cc1ccc(-n2c(=O)c3sccc3n(CC(=O)N3CCCC3)c2=O)cc1,i,i,i,i,i,i,i,i,i,i,i
CCOC(=O)C1=C(C)NC2=C(C(=O)CC(c3cccs3)C2)C1c1cccs1 (configuration not stated),i,i,i,i,i,i,i,i,i,i,i
NC(=O)c1c(NC(NC(=O)c2ccco2)C(=O)c2ccc(Cl)cc2)sc2c1CCCC2 (configuration not stated),i,i,i,i,i,i,i,i,i,i,i
Cn1cc(Br)c(C(=O)NNC(=O)c2ccc(Br)cc2)n1,nt,nt,i,nt,i,nt,i,i,nt,nt,i
CN1C(=O)N(C)C2(c3ccccc3)Nn3c(s/c(=C/c4ccccc4F)c3=O)=NC12c1ccccc1 (configuration not stated),i,i,i,i,i,i,i,nt,i,i,i
NC(=O)C1=C[C@@H](c2ccc(C(F)(F)F)cc2)C[C@@H](OCCCCO)O1,i,i,i,i,i,i,i,i,i,i,i
O=C(Nc1nnc(-c2ccccc2F)s1)C1CCN(S(=O)(=O)c2ccc(Cl)cc2)CC1,i,i,i,i,i,i,i,i,i,i,i
CCN(CC)c1ncc(C#N)c(N)n1,i,i,i,i,i,i,i,i,i,i,i
CCOC(=O)N1CCC(NC(=O)c2ccc3c(=O)n4c(nc3c2)CCCC4)CC1,i,i,i,i,i,i,i,i,i,i,i
Cc1ccc2oc(-c3cc(NC(=O)c4ncn[nH]4)ccc3O)nc2c1,i,i,i,i,i,i,i,i,i,i,i
O=C(O)c1cccnc1SCc1cn2cc(Cl)ccc2n1,i,i,i,i,i,i,i,i,i,i,i
COc1ccc(CCNC(=O)COc2cc(=O)n(C)c3ccccc23)cc1OC,i,i,i,i,i,i,i,i,i,i,i
Cc1cnc(NC(=O)CSc2nnc(-c3cccs3)n2C)s1,i,i,i,i,i,i,i,i,i,i,i
CCN(CC)c1ccc2cc(C#N)c(=O)oc2c1,i,i,i,i,i,i,i,i,i,i,i
O=C(CSc1nnc(-c2ccccc2O)o1)Oc1ccc(Br)cc1,i,i,i,i,i,i,i,i,i,i,i
O=C(O)c1cc(Nc2cc(Cl)c3nonc3c2[N+](=O)[O-])ccc1O,i,i,i,i,i,i,i,i,i,i,i
CCOc1ccc(CC(=O)N2CCN=C2SC)cc1,i,i,i,i,i,i,i,i,i,i,i
FC(F)(F)c1cccc(-c2nn[nH]n2)c1,i,i,i,i,i,4.8*,i,i,i,i,i
Cc1cc(C)nc(NS(=O)(=O)c2ccc(NC(=O)c3ccc4c(c3)OCO4)cc2)n1,i,i,i,i,i,i,i,i,i,i,i
O=C(Nc1cc(Cl)cc(Cl)c1)c1cnn2cccnc12,i,i,i,i,i,i,i,i,i,i,i
CC(=O)Nc1nonc1-c1ccccc1,i,i,i,i,i,i,i,i,i,i,i
Cc1c(O)nc(SC2CC(=O)N(c3ccccc3)C2=O)[nH]c1=O (configuration not stated),i,i,i,i,i,i,i,i,i,i,i
COc1ccc(CCNC(=O)c2ccc3c(c2)SC2=NS(=O)(=O)CCN23)cc1,i,i,i,i,i,i,i,i,i,i,i
Cc1[nH]c2ccccc2c1C(=O)CSC(=S)N1CCN(C)CC1,i,i,i,i,i,i,i,i,i,i,i

# Following part:
SMILES,TRPC4 act,TRPC6 activator,MrgX1 antag,TRPC4 block,TMEM16A inh,RGS4 block,MrgX1 PAM,TMEM16A act,TRPC6 inhibitor,TRPC4 PAM,MrgX1 agonist
Cc1cc(SCC(=O)c2ccccc2)nc(C)n1,i,i,i,i,i,i,i,i,i,i,i
CCOC(=O)C1CCCN(c2c(NCCN3CCCCC3C)c(=O)c2=O)C1 (configuration not stated),i,i,i,i,i,i,i,i,i,i,i
COc1cccc(NC(=O)CN(C)C(=O)/C=C/c2ccc3ccccc3n2)c1,i,i,i,i,i,i,i,i,i,i,i
Cc1cc(C)nc(SC(C)C(=O)O)n1 (configuration not stated),i,i,i,i,i,i,i,i,i,i,i
CNC(=O)NC(=O)CSc1nc2cc(C(=O)OC)ccc2c(=O)n1-c1ccccc1,i,i,i,i,i,i,i,i,i,i,i
COCCN(Cc1cn(C)nc1-c1ccc(Oc2ccccc2)cc1)C(C)C,i,i,i,i,i,i,i,i,i,i,i
O=c1c(/C=N/O)c(Nc2ccccc2)nc2ccccn12,i,i,i,i,i,i,i,i,i,i,i
C/C(=C/C(=O)N1CCN(C)CC1)C(=O)O,i,i,i,i,i,i,i,i,i,i,i
COc1ccc2nc(C(F)(F)Cl)c(C#N)c(N)c2c1,i,i,i,i,i,i,i,i,i,i,i
O=C(Nc1ccc(F)c(Cl)c1)Nc1csc2ccccc12,i,i,i,i,i,i,i,i,i,i,i
CSc1ccccc1NC(=O)CN1CCN(c2ccccn2)CC1,i,i,i,i,i,i,i,i,i,i,i
Nc1ccc(-c2cc3ccccc3oc2=O)cc1,i,i,i,i,i,i,i,i,i,i,i
CC(C)Cn1c(N)c(C(=O)COC(=O)c2ccc(O)cc2O)c(=O)n(C)c1=O,i,i,i,i,i,i,i,i,i,i,i
COc1cccc(CNC(=O)CN2C(=O)CSc3ccc(S(=O)(=O)N4CCOCC4)cc32)c1,i,i,i,i,i,i,i,i,i,i,i
O=C1c2cccc3c(Nc4ccccc4Cl)c([N+](=O)[O-])cc(c23)C(=O)N1CCO,i,i,i,i,i,i,i,i,-10*,i,i
CC(=O)Nc1ccc(NC(=O)c2ccc(NS(=O)(=O)c3cccc4cccnc34)cc2)cc1,i,i,i,i,i,i,i,i,i,i,i
COc1ccc(NC(=O)CSc2nnc(-c3ccncc3)n2C)cc1,i,i,i,i,i,i,i,i,i,i,i
COC(=O)/C(=C/c1ccc2c(c1)c1ccccc1n2C)NC(=O)c1ccccc1,i,i,i,i,i,i,i,i,i,i,i
Cn1ncc2c(Nc3cccc(Cl)c3)nc(Nc3cccc(Cl)c3)nc21,i,i,i,i,i,i,i,i,i,i,i
